XiGFP reactiv: activators of X-chromosome reactivation in mouse fibroblasts; activation, % at 7.58 µM; XiGFP mouse fibroblasts, % GFP-positive cells imaging, 3 d; cells co-treated with 5-aza-dC sensitizer; scaled so ellipticine positive control = 100%; 0.055% of 360,000 active;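 active means mean normalized replicate activation at least 10% and every replicate at or above 10%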;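 further: 0% = median of on-plate neutral control wells and 100% = ellipticine 6 µM median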
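Schedule: 3 d treatment, 15 min room-temperature fixation; system: 68-5-11 XiGFP fibroblast line; buffer or medium: DMEM plus 5-aza-dC sensitizer; control set: ellipticine 6 µM positive control; compound: one concentration, pinned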
S100A4 inh HTS: S100A4-myosin IIA interaction inhibition | inhibition, % at 10.7 µM | P26447 | S100A4/TAMRA-MyoIIA peptide fluorescence polarization | AID 652163 | 0.14% of 360,000 active;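 active means mean inhibition of at least 70% across replicates, with every replicate also reaching that level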
Target sequence (P26447 whole entry, looked up): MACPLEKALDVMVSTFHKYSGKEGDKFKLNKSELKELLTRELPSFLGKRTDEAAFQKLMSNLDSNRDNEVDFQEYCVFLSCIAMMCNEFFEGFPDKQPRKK
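Compound dosing: one dose per compound; test system: human S100A4 monomer with TAMRA-labelled myosin IIA peptide; probe or stimulus: TAMRA-labelled myosin IIA heavy-chain peptide probe, 5 nM; medium: HEPES buffer with Ca2+, pH 7.2; schedule: 5 min incubation before reading; benchmarks: neutral control DMSO, positive control TFP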
RAD52 anneal inh: blocks human RAD52 DNA annealing; recombinant RAD52 DNA annealing, FRET fluorescence; P43351; 0.46% of 360,000 active; inhibition, % at 18.7 µM;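 active means every replicate showing at least 50% inhibition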
esBAF inh: blocks esBAF chromatin remodeling in mouse ES cells. Bmi1-luciferase knock-in reporter, 24 h; 100% = twice the neutral-well signal. AID 602393. reporter increase, % at 12.5 µM. 2% of 350,000 active; in the data active means activation above about 40%;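 further: 0% = median of the plate's neutral control wells and 100% = double that signal; a rise in the Bmi1 reporter signal indicates esBAF inhibition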
E-sel inducer: induces E-selectin expression in human endothelial cells | activation, % at 7.58 µM | HUVEC E-selectin immunofluorescence imaging; normalized: neutral wells 0, TNF-alpha wells 100 | AID 686992 | 0.37% of 260,000 active | P16581;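 active means mean E-selectin-positive cell signal at least 10% of the positive control, reached in at least 60% of replicates, without over 20% cell loss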;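 further: in these data hits start at about 27%; measured in HUVEC primary endothelial cells; signal is the percent of cells scored E-selectin positive by PE staining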
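Assay system: HUVEC primary endothelial cells. Input: 3,000 HUVEC seeded per well. Doses: one compound dose added by pin transfer. Read-out basis: % PE-positive cells. Benchmarks: TNF-alpha high, DMSO low. Detection: immunofluorescence imaging. Buffer or medium: EGM-2, gelatin.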
ERAP1 inh: ERAP1 (human) enzyme inhibition; recombinant ERAP1, Leu-AMC fluorescence, 60 min; Q9NZ08; 0.15% of 340,000 active; inhibition, % at 10.7 µM;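 active means mean replicate inhibition of at least 30%, or all replicates individually reaching that 30% level; inactive means mean below 30% and not every replicate reaching it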;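 further: 0% = neutral control wells and 100% = L-leucinethiol positive control wells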
Target sequence (Q9NZ08 whole entry, looked up): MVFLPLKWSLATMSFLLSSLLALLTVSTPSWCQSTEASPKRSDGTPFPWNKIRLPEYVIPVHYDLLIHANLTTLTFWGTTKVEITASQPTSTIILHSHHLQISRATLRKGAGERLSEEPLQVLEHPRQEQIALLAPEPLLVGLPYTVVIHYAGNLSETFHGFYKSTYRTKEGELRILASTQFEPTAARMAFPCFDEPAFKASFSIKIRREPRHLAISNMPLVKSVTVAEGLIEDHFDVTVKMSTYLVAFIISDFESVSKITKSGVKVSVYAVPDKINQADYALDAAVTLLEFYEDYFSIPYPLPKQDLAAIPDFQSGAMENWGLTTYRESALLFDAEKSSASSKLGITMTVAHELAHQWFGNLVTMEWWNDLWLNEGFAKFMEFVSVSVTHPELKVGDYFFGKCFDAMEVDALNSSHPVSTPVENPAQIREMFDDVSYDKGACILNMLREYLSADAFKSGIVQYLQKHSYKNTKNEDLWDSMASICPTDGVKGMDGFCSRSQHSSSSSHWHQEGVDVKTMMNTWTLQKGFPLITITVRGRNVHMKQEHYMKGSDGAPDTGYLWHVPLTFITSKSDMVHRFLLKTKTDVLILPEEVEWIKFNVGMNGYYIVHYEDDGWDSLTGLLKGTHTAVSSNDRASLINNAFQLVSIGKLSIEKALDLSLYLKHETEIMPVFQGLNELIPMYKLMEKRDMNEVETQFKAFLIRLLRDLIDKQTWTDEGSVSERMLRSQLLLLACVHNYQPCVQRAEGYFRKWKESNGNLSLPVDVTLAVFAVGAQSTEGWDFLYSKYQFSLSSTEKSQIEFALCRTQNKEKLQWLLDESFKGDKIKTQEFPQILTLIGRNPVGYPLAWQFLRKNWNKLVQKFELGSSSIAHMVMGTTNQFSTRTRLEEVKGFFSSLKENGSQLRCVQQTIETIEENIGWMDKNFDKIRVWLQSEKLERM
RAD54 branch: RAD54 (human) branch migration inhibition; inhibition, % at 10.4 µM; Q92698; AID 602329; RAD54 Holliday junction branch migration, FAM/BHQ fluorescence; 0.14% of 360,000 active;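 active means mean normalized replicate activity at least 40 and at least half of replicates scoring 40 or more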;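 further: 0% = median of neutral control wells and 100% = median of positive control wells; inhibitors cause a drop in the FAM fluorescence signal; in these data hits start at about 50%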
ERp5 inh: blocks human ERp5 reductase activity on insulin | Q15084 | ERp5 insulin aggregation, absorbance 650 nm, 90 min | inhibition, % at 9.99 µM | 0.05% of 350,000 active;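 active means mean replicate inhibition above about 25%, with every replicate also reaching it, limit read from the data, passing the limit was not always enough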
An asterisk follows results filed as active; i = inactive; . = no result given; & = joins results of further samples.

SMILES	XiGFP reactiv	S100A4 inh HTS	RAD52 anneal inh	esBAF inh	E-sel inducer	ERAP1 inh	RAD54 branch	ERp5 inh
Cc1ccnc(SCC(=O)c2ccc([N+](=O)[O-])cc2)n1	-0.1	10	-11	.	.	-1	.	-2
O=C(CCSCCC(=O)NN=Cc1cccc(Cl)c1)NN=Cc1cccc(Cl)c1	0.3	-4	-14	1	0.2	1	2	2
COc1ccc(COC(=O)C2CCN(S(=O)(=O)c3ccc(Cl)cc3)CC2)cc1	-0.1	-4	-5	.	-1.8	-5	.	0
CC(=O)N1CCc2cc(S(=O)(=O)N3CCCCCC3)ccc21	0.0	-2	-15	-4	0.6	-2	-18	-2
O=C(NCC(c1cccs1)N1CCOCC1)c1cc2ccccc2oc1=O (centres undefined)	0.3	-12	-13	0	1.0	-1	0	7
c1ccc(Cn2cc(CN3CCCO3)c(-c3ccc4c(c3)OCO4)n2)cc1	0.0	-2	-10	5	0.0	1	2	2
CC(C)(C)c1ccc(S(=O)(=O)N2CCN(CCC#N)CC2)cc1	0.2	15	-12	1	.	1	0	-3
C[C@@H]1CCCCO[C@@H](CN(C)Cc2ccc(C(=O)O)cc2)[C@@H](C)CN([C@@H](C)CO)C(=O)c2cc(NC(=O)Cc3ccccc3)ccc2O1	0.0	-9	-1	-2	0.1	-2	1	6
Cc1cccc(CCNC(=O)c2cc(S(=O)(=O)N3CCCC3)cn2C)c1	0.0	-1	-4	-3	0.2	-1	0	7
COc1ccc(S(=O)(=O)N2CCN(CCc3ccccc3)CC2)cc1	-0.1	0	2	-1	-0.2	-3	3	0
CSc1ccc(CCNC(=O)C2CCCN(c3ncnc4c3nc3n4CCCCC3)C2)cc1 (centres undefined)	0.0	-1	-5	-4	-0.3	-3	2	-3
O=C(C[C@@H]1CC[C@H]2[C@@H](COC[C@H](O)CN2C(=O)Nc2ccc(F)cc2)O1)NCC1CC1	0.2	4	2	-4	0.0	-2	-2	8
CCOc1cc2[nH]c(=O)n(CCCC(=O)N(C)Cc3ccccc3)c(=O)c2cc1OCC	-0.2	3	-14	-3	0.9	-2	5	-3
O=C(O)CC/C(=N/Nc1ccc([N+](=O)[O-])cc1)C(=O)O	1.5	3	-10	.	0.5	4	.	9
COC(=O)c1ccccc1S(=O)(=O)N1CCC(C(=O)N2CCC2)CC1	0.1	-2	9	-1	.	1	.	-11
COc1cccc(N2CCN(C(=O)C3CCCN(S(=O)(=O)c4ccc5c(c4)oc(=O)n5C)C3)CC2)c1 (centres undefined)	0.0	-6	-10	-23	-0.2	3	-1	1
O=C(c1cccs1)N(C(=O)c1cccs1)c1ccccn1	.	2	3	35	.	-2	-1	3
COc1ccc(-c2c(-c3ccccc3OC)oc3ccccc23)cn1	0.0	1	1	11	0.1	-1	7	-3
NC(CO)C12CC3CC(CC(C3)C1)C2 (centres undefined)	0.1	15	-4	3	-0.7	-2	10	3
CSc1sc(C(=O)NC(=O)NCc2cccnc2)c(C)c1-c1ccon1	0.2	-1	-14	.	.	-1	.	-2
Cn1c(=NC(=O)C(C)(C)C)sc2cccc(F)c21	-0.3	2	-18	18	0.0	7	.	0
CC(=O)Nc1ccc(NC(=O)COC(=O)C2CCCCC2)cc1	0.1	-3	-15	1	0.1	0	-6	6
Cc1cc(=O)[nH]c(N/N=C/c2ccc(F)cc2)n1	0.0	5	-10	1	0.1	3	2	0
Cc1ccc(NC(=S)N2CCCC(c3nc4ccccc4[nH]3)C2)cc1 (centres undefined)	-0.3	1	-4	.	1.1	-3	.	7
Cc1noc(C)c1NC(=O)Nc1ccc2c(c1)C(=O)N([C@@H](C)CO)C[C@H](C)[C@H](CN(C)S(=O)(=O)c1ccc(F)cc1)OCCCC[C@@H](C)O2	0.2	2	21	5	-0.1	1	0	0
COc1ccc(C2C3=C(CC(C)(C)CC3=O)N(C)C3=C2C(=O)CC(C)(C)C3)cc1	0.0	-15	-2	1	1.5	-17	-1	-3
CC1Sc2ccc(S(=O)(=O)N3CCN(c4ccccc4)CC3)cc2NC1=O (centres undefined)	0.1	2	-10	-4	1.5	-2	-18	1
O=C(C[C@H]1CC[C@H]2[C@@H](COC[C@H](O)CN2C(=O)c2ccccc2F)O1)N1CCCCC1	-0.1	-14	-24	-2	0.1	1	-4	-7
O=C(C[C@@H]1CC[C@H]2[C@@H](COC[C@H](O)CN2C(=O)Nc2ccc(Cl)c(Cl)c2)O1)NCc1ccc(F)cc1	0.0	-4	12	-10	0.3	-1	-1	0
COc1ccccc1CCNC(=O)C(=O)c1cn(CC(=O)N2CCOCC2)c2ccccc12	-0.1	2	-15	29	0.5	3	0	.
Cc1cc(C(=O)Nc2cccc3c2O[C@@H](CN(C)Cc2ccc(C(F)(F)F)cc2)[C@H](C)CN([C@H](C)CO)C3=O)n(C)n1	0.1	3	3	1	19	3	-7	-4
Cc1nn(-c2ccc(F)cc2)c(Cl)c1/C=C1\C(=O)Nc2ccccc21	0.0	-14	-37	.	.	-2	.	-7
Cc1noc(C)c1NC(=O)N(C)C[C@H]1Oc2ccc(NC(=O)C3CC3)cc2CC(=O)N([C@@H](C)CO)C[C@@H]1C	0.0	8	-7	6	0.4	3	2	-10
COc1ccccc1S(=O)(=O)N(C)C[C@H]1Oc2cc(Br)ccc2S(=O)(=O)N([C@@H](C)CO)C[C@H]1C	0.6&0.2	-3&-1	-15&0	-4&3	0.4&-0.2	-1&1	7&3	5&-8
O=C([C@@H]1[C@@H](CO)[C@@H]2Cn3c(cccc3=O)[C@H]1N2C(=O)c1ccccc1)N1CCCCC1	0.2	-4	1	-6	-0.1	-1	-8	-10
CCOC(=O)N1CCN(C(=O)c2cn(C)c3ccc(S(=O)(=O)N4CCOCC4)cc3c2=O)CC1	0.0	6	-20	0	.	-4	-1	-16
C[C@H]1CN([C@@H](C)CO)C(=O)c2cc(NS(=O)(=O)c3ccc(Cl)cc3)ccc2O[C@H]1CN(C)C	0.4	21	11	-7	.	6	7	-4
CC(=O)C[C@H](O)CC(=O)[C@H]1OC(=O)CCCCC/C=C/Cc2ccccc21	0.2	-4	-15	6	-0.2	-3	-1	6
COC(=O)CN1C(=O)[C@H]2[C@@H](/C=C/c3ccccc3)N3C(=O)CN(Cc4ccccc4)C(=O)[C@@]3(Cc3ccccc3)[C@H]2C1=O	0.0	-3	-7	-8	0.0	2	-2	2
CC(=O)Nc1ccc(C=NNc2ccc([N+](=O)[O-])cn2)cc1	0.1	3	-14	89*	-0.1	1	3	-1

Shown with values under each structure: part of the list above.
Results follow in this order: XiGFP reactiv	S100A4 inh HTS	RAD52 anneal inh	esBAF inh	E-sel inducer	ERAP1 inh	RAD54 branch	ERp5 inh
- Cc1nn(-c2ccc(F)cc2)c(Cl)c1/C=C1\C(=O)Nc2ccccc21
    0.0	-14	-37	.	.	-2	.	-7
- Cc1noc(C)c1NC(=O)N(C)C[C@H]1Oc2ccc(NC(=O)C3CC3)cc2CC(=O)N([C@@H](C)CO)C[C@@H]1C
    0.0	8	-7	6	0.4	3	2	-10
- COc1ccccc1S(=O)(=O)N(C)C[C@H]1Oc2cc(Br)ccc2S(=O)(=O)N([C@@H](C)CO)C[C@H]1C
    0.6&0.2	-3&-1	-15&0	-4&3	0.4&-0.2	-1&1	7&3	5&-8

Fetched by structure from above (2):
SMILES	XiGFP reactiv	S100A4 inh HTS	RAD52 anneal inh	esBAF inh	E-sel inducer	ERAP1 inh	RAD54 branch	ERp5 inh
O=C([C@@H]1[C@@H](CO)[C@@H]2Cn3c(cccc3=O)[C@H]1N2C(=O)c1ccccc1)N1CCCCC1	0.2	-4	1	-6	-0.1	-1	-8	-10
CCOC(=O)N1CCN(C(=O)c2cn(C)c3ccc(S(=O)(=O)N4CCOCC4)cc3c2=O)CC1	0.0	6	-20	0	.	-4	-1	-16

The list goes on:
SMILES	XiGFP reactiv	S100A4 inh HTS	RAD52 anneal inh	esBAF inh	E-sel inducer	ERAP1 inh	RAD54 branch	ERp5 inh
CCCNC(=O)[C@@H]1[C@@H](CO)[C@@H]2Cn3c(ccc(-c4ccccc4F)c3=O)[C@@H]2N1C	0.1	-4	-13	.	-0.4	0	.	-3
C[n+]1cccc2cccc([O-])c21	-0.1	22	36	.	.	-1	.	.
O=C(O)C1CC(O)CN1c1nc(Cl)ccc1[N+](=O)[O-] (centres undefined)	0.0	0	-20	.	.	0	.	-1
N=c1c(C(=O)NCC2CCCO2)cc2c(=O)n3ccccc3nc2n1Cc1ccccc1 (centres undefined)	0.5	8	6	-4	.	i	17	5
NC(=O)CC(NC(=O)c1cccc(Br)c1)c1ccc(NC2CCCCCCCCCCC2)c([N+](=O)[O-])c1 (centres undefined)	0.2	2	-17	6	0.0	0	-1	8
CN(C)CC(=O)Nc1ccc2c(c1)[C@@H]1C[C@H](CC(=O)NCc3cccc(F)c3)O[C@H](CO)[C@@H]1O2	0.1	3	-3	3	0.0	1	-8	-6
Cc1cccnc1NC(=O)CCCc1c[nH]c2ccccc12	-0.1	-5	-8	3	1.0	-1	-17	3
CC(=O)Oc1ccc(/C=N/NC(=O)c2ccc(N(C)S(=O)(=O)c3ccccc3)cc2)cc1	0.0	-15	-3	0	.	-1	4	5
O=C(NCc1ccc2c(c1)OCO2)c1ccc2c(c1)S(=O)(=O)c1ccccc1C2=O	0.0	0	-11	-2	-0.1	-6	-5	7
CCOC(=O)N1CCN(C(=O)c2ccc(Cn3c(=S)[nH]c4ccc(Br)cc4c3=O)cc2)CC1	0.0	-3	-16	-16	.	0	10	2
C[C@@H]1CN([C@H](C)CO)C(=O)c2cc(NC(=O)Nc3ccc(C(F)(F)F)cc3)ccc2O[C@H]1CN(C)Cc1ccc2c(c1)OCO2	0.0	6	1	-1	-0.1	-2	-2	-2
COc1ccc(OC)c(C=C2CCc3ccccc3C2=O)c1	0.1	3	-3	28	-0.2	12	14	-5
COCCOc1cc2ncnc(N3CCC(C(=O)O)CC3)c2cc1OCCOC	0.2	1	-10	1	.	2	.	2
C=CCNC(=O)c1cnn(-c2ccccc2)c1-c1ccccc1	0.0	4	3	-1	-0.1	2	14	-3
NCCCC[C@H]1CNC(=S)N1CCCCC1CCCCC1	0.2	-7	86*	-9	1.8	.	20	-2
Cc1ccc(S(=O)(=O)N(C)C[C@H]2Oc3ccc(NC(=O)NC4CCCCC4)cc3CC(=O)N([C@H](C)CO)C[C@H]2C)cc1	0.3	0	28	6	0.4	0	-3	-1
CCOC(=O)[C@H]1[C@H]2COc3ccc(Cl)cc3[C@@H]2N2C(=O)c3cc(Br)ccc3NC(=O)[C@@]12C	0.6	-1	0	-1	0.2	.	2	6
CCCCOc1ccc(C2NC(=O)NC(C)=C2C(C)=O)cc1OCC (centres undefined)	0.4	-3	-3	-14	-7.9	11	.	3
O=C(O)c1ccc(-c2ccc(/C=C3\NC(=O)N(Cc4ccc(Cl)cc4)C3=O)o2)cc1Cl	0.0	-4	-130	-3	.	-2	-2	-3
COc1ccc2c3c([nH]c2c1)[C@H](CO)N(Cc1ccccn1)CC31CCN(Cc2cccc(F)c2)CC1	2.9	14	-2	.	0.1	2	.	3
Cc1cc(=O)n2c3ccccc3n(CC(O)CN3CCC(C)CC3)c2c1C#N (centres undefined)	0.4	16	-4	.	-1.8	0	.	-6
O=C(Nc1cccc(F)c1)Nc1nnc([C@@H]2C[C@H](O)[C@@H](CO)O2)s1	0.1	-1	-3	11	1.4	-15	-12	-1
Cc1cccc(-n2cc(CNCCN3CCOC3=O)c(-c3cccc(F)c3)n2)c1	0.0	-14	-9	5	0.3	5	-5	6
CCS(=O)(=O)n1nc(-c2ccccc2)cc1N	0.1	1	-46	-1	1.2	.	-2	-2
